GSK3B inh = inhibitors of human GSK3beta kinase; P49841; GST-GSK3beta kinase, ADP-Glo luminescence, 60 min; stronger effect = lower value; activity score (negative = inhibition), % at 10 µM; 0.038% of 300,000 active; AID 2097;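 active = more than half of replicate wells score below -50%, meaning over 50% inhibition versus plate controls; inconclusive = some replicates but at most half score below -50%; inactive = no replicate scores below -50%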;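 note: 0% = median DMSO wells and -100% = median GW8510 positive control wells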
Target sequence (P49841 whole entry, looked up): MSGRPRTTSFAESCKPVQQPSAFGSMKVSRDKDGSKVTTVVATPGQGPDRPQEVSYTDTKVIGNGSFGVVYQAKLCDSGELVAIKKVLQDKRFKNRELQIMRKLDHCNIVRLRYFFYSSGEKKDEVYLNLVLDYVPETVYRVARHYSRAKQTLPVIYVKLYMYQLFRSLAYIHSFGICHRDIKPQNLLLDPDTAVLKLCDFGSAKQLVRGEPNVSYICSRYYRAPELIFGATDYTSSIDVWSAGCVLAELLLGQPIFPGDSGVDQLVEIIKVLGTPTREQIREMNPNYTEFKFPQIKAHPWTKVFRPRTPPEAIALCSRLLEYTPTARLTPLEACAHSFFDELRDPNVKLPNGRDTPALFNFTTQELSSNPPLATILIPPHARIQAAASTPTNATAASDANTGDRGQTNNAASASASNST
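test system = GST-tagged human GSK3beta kinase, cell-free | reagent = 25 µM ATP with peptide substrate | dosing = one dose of 10 µM per compound | schedule = 60 min reaction, RT | detection = luminescent ADP-Glo measurement of ADP formed | control set = DMSO neutral wells and GW8510 at 20 µM as positive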
aSyn 5UTR inh = 5' untranslated region of α-synuclein, MLPCN primary screen; alpha-synuclein 5'UTR reporter, inhibitor activity; inhibition, % (tested at 7.5 µM); 0.82% of 300,000 active; in the data active = inhibition above about 60%; inconclusive = no clear call, values can overlap the other calls;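 note: H4 neuroglioblastoma cells stably carrying SNCA 5'UTR luciferase fusion; 0% = DMSO wells and 100% = positive control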
AI-2 QS modul = modulates the Vibrio harveyi AI-2 quorum sensing system. activity change, % at 7.5 µM. 0.4% of 300,000 active. Vibrio harveyi JMH597 AI-2 luminescence/OD600 ratio, 9 h; stronger effect = lower value; strain lacks LuxN and CqsS sensors; 0 = neutral-control median. AID 2094; in the data active = activity change below about -75%, passing the limit was not always enough; inconclusive = no clear call, values can overlap the other calls;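 note: luminescence divided by OD600 gain over 9 h not by final OD600 alone; inactives centre near 13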
IEC-6 tox = kills IEC-6 intestinal cells in KLF5 counter-screen; IEC-6 cytotoxicity, luminescence viability; inhibition, % at 5 µM; 0.78% of 290,000 active; in the data active = inhibition above about 22%;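 note: 0% = plate median of test compound wells and 100% = cytotoxic reference compound wells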
PolyA inhibitor = yeast polyadenylation inhibition | 0.02% of 300,000 active | calls only at 12 µM | S. cerevisiae SKY197-pL101 polyadenylation reporter, beta-gal luminescence; efflux-impaired pdr1/pdr3 knockout yeast; score 100 = 6 SD above DMSO;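 active = lowest replicate activity score at least 50, where 100 means six control SD above control mean; inconclusive = lowest score under 50 but half or more replicates reach 50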;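 note: yeast exposed to compound for 9 h at 30 °C; higher score means more reporter readthrough which indicates perturbed polyadenylation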
GSK3A inh = human GSK-3 alpha kinase inhibition | P49840 | ADP-Glo luminescence, 60 min | inhibition, % at 10 µM | 0.1% of 320,000 active | AID 2650;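 in the data active = inhibition above about 50%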;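 note: GST-tagged GSK-3 alpha with peptide substrate and 25 µM ATP; 0% = DMSO neutral wells and 100% = GW8510 positive control wells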
Target sequence (P49840 whole entry, looked up): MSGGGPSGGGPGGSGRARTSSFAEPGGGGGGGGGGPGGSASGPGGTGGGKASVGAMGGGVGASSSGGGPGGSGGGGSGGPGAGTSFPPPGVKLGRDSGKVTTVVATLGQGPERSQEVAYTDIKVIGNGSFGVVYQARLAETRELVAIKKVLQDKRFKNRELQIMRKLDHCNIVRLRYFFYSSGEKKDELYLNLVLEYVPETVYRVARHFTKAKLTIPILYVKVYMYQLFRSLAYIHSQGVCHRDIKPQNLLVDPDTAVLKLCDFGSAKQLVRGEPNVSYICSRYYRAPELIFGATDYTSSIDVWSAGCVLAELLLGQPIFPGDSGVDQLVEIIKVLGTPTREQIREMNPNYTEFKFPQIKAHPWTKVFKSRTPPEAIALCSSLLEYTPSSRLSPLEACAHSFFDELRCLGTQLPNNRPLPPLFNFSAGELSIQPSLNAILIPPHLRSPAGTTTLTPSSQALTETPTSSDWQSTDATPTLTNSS
HSF1 activator = increases HSF-1 driven luciferase reporter signal. NIH3T3-HGL HSF-1 luciferase reporter, MG132, 8 h; 100% = twice DMSO control signal. activation, % at 9 µM. 1.7% of 300,000 active;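 active = mean replicate activation of at least 50% with a set share of replicates each reaching 50%; inconclusive = only one of those two conditions met; inactive = mean below 50% and too few replicates reaching it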;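 note: 0% = median of the neutral control wells and 100% = twice that signal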
KLF5 inh = kruppel-like factor 5 inhibition. 0.23% of 290,000 active. AID 1700. inhibition, % at 5 µM. DLD-1 KLF5 promoter-luciferase reporter, luminescence;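 active = inhibition above a per-plate limit of that plate's mean compound inhibition plus 3 SD, cut at about 60% in these data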;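 note: 0% = DMSO wells and 100% = LY294002 at 200 µM; higher means less KLF5 promoter-driven luciferase light; inactives centre near -14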
HSP90 inh = HSP90 refolding inhibition in rabbit reticulocyte lysate | luciferase refolding luminescence, 3 h | 0.91% of 290,000 active | inhibition, % at 5.6 µM;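 active = inhibition above the screen-wide mean plus 3 SD, computed separately per campaign, cut at about 16% in these data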;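 note: 0% = DMSO wells and 100% = 60 µM geldanamycin wells; inhibitors lower the luminescence because luciferase stays unfolded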
HSF1 inhib = HSF1 inhibition; NIH3T3-HGL HSE-luciferase, MG132-induced, luminescence 8 h; stronger effect = lower value; activity change, negative = inhibition, % at 7.5 µM (by protocol); 0.77% of 300,000 active; AID 2098;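 active = more than half of replicate wells show activity change below -50%, luminescence cut by over half; inconclusive = some wells, but at most half, below -50%; inactive = no replicate well below -50%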;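 note: luciferase reports HSF-1 transcriptional activity via heat shock element; 0% = median of DMSO wells and -100% = zero luminescence signal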
* = called active by the depositor; i = inactive; ? = inconclusive; · = not tested or not shown. This is a subset. The share of hits here may be higher or lower than overall.

SMILES	GSK3B inh	aSyn 5UTR inh	AI-2 QS modul	IEC-6 tox	PolyA inhibitor	GSK3A inh	HSF1 activator	KLF5 inh	HSP90 inh	HSF1 inhib
CC(C)c1ccc(NC(=O)/C(C#N)=C/c2ccncc2)cc1	-2	-15	2	-8	i	-1	15	-24	-3	6
Nc1nc(Cl)cc(Sc2ccc(F)cc2)n1	3	15	3	-3	i	-3	-19	15	-1	-6
Cn1c(CC(=O)Nc2ccc(F)cc2)c(Sc2ccccc2)c2ccccc21	2	20	3	5	i	0	9	-11	1	10
Cn1cc(CCC(=O)N2CCCC(CCC(=O)NCc3ccc(F)c(F)c3)C2)cn1 (stereo unspecified)	1	-5	15	8	i	19	28	-18	0	4
O=C(Nc1cccc2cccnc12)c1cccc(N2C(=O)CCC2=O)c1	1	4	-1	0	i	1	-41	-48	1	-28
CCOc1ccc(S(=O)(=O)Nc2cc(Sc3ncn[nH]3)c3oc(=O)sc3c2)cc1	4	-13	15	-6	i	-1	3	-35	3	2
COc1ccc(NC(=O)c2csc3c2CCCCC3)c(OC)c1	2	-12	-5	15	i	-4	29	-40	0	-3
Cc1ccc2nc(Cl)c(/C=C/C(=O)c3ccco3)cc2c1	0	-151	15	-1	i	4	47	-33	0	30
Cc1occc1C(=O)N/N=C/c1c(O)ccc2ccccc12	3	54	-7	18	i	0	24	57	-4	30
CN1CCc2c(sc3c2C(=O)NC(c2cccc(OC(=O)c4cccs4)c2)N3)C1 (stereo unspecified)	1	-108	7	8	i	8	22	-3	-3	10
CN(C)c1ccc(CNC(=O)CN(C)S(=O)(=O)c2cccc3cccnc23)cc1	3	-1	1	1	i	0	19	-13	0	5
O=C(Nc1ccccc1)N1CCC(C(=O)N2CCN(c3ccccc3F)CC2)CC1	-3	0	28	-1	i	-1	·	-15	3	·
Cc1ccc(S(=O)(=O)N2CCCCC2C)cc1[N+](=O)[O-] (stereo unspecified)	-10	13	4	10	i	-2	1	-4	16*	-10
Cc1onc(-c2ccccc2)c1C(=O)N/N=C/c1ccco1	-2	-18	21	0	i	-2	15	-13	5	-13
COC(=O)C1CC(c2c(OC)cc(OC)cc2OC)=NO1 (stereo unspecified)	1	6	15	-6	i	-1	1	-12	-1	2
NC(=O)N/N=C/c1ccccc1OCc1cccc2ccccc12	-2	8	10	-4	i	0	0	-36	5	-5
CCOc1ccccc1CNS(=O)(=O)c1cnc[nH]1	0	-16	23	2	i	-2	-1	-34	-2	-17
CCOc1ccccc1NS(=O)(=O)c1ccc2c(c1)n(C)c(=O)c(=O)n2C	-2	21	32	2	i	-2	0	-1	0	2
CCC(C)C(NC(=O)C1CCC(C)CC1)C(=O)NCc1ccco1 (stereo unspecified)	2	-15	25	0	i	-1	12	-7	-1	-6
CCOCc1nnc(NC(=O)CCC2CCCCC2)s1	1	8	22	5	i	0	18	-20	-1	1
OC(COCc1cccs1)CN1CCN(c2ccccn2)CC1 (stereo unspecified)	3	-47	3	-4	i	-1	-11	-10	0	-4
O=C(CCc1nnc(COc2ccccc2)o1)NCc1ccc(Cl)s1	3	-20	9	3	i	-2	11	-20	-1	6
CC(=O)C1=C(N2CCCCC2)CCC1=O	2	-4	7	-3	i	-1	-11	-32	-4	-1
COc1cc2c(cc1OC)C(C(=O)N1CCOCC1)C(c1cccs1)N(C)C2=O (stereo unspecified)	-6	-3	15	6	i	0	-3	-13	7	-3
C=CCNC(=O)N1C2=NC(C(=O)OC)=C(C(=O)OC)[C@@H]3N(Cc4ccccc4)c4ccccc4[C@]23C[C@H]1C(=O)OC	1	30	-5	·	i	-3	3	·	·	0
O=C(N/C(=C/c1cccc([N+](=O)[O-])c1)C(=O)N1CCCCCC1)c1cccs1	0	19	30	9	i	0	8	-37	0	-5
CC(C)c1cc(C(C)C)c(S(=O)(=O)N2CCNCC2)c(C(C)C)c1	2	13	5	·	i	5	-16	·	·	1
CCn1cc(SCC(=O)NCc2ccc3c(c2)OCO3)c2ccccc21	5	21	11	-1	i	0	3	0	-6	2
COc1cc2c(cc1OC)-c1cc(N3CCCCCC3)nc(=O)n1CC2	-1	10	13	-7	i	4	19	-13	-3	10
CC(C)(C)NC(=O)C(=O)NNC(=O)c1ccco1	0	13	8	0	i	-2	0	-15	-10	-2

Records listed so far that bear a hit mark in HSP90 inh.
structure	GSK3B inh	aSyn 5UTR inh	AI-2 QS modul	PolyA inhibitor	GSK3A inh	HSF1 activator	KLF5 inh	HSP90 inh	HSF1 inhib
Cc1ccc(S(=O)(=O)N2CCCCC2C)cc1[N+](=O)[O-] (stereo unspecified)	-10	13	4	i	-2	1	-4	16*	-10

3 structures already listed, sorted by count of non-hydrogen atoms, rising.
SMILES	GSK3B inh	aSyn 5UTR inh	AI-2 QS modul	IEC-6 tox	PolyA inhibitor	GSK3A inh	HSF1 activator	KLF5 inh	HSP90 inh	HSF1 inhib
CC(C)c1ccc(NC(=O)/C(C#N)=C/c2ccncc2)cc1	-2	-15	2	-8	i	-1	15	-24	-3	6
CC(C)c1cc(C(C)C)c(S(=O)(=O)N2CCNCC2)c(C(C)C)c1	2	13	5	·	i	5	-16	·	·	1
CCOc1ccccc1NS(=O)(=O)c1ccc2c(c1)n(C)c(=O)c(=O)n2C	-2	21	32	2	i	-2	0	-1	0	2

More entries.
SMILES	GSK3B inh	aSyn 5UTR inh	AI-2 QS modul	IEC-6 tox	PolyA inhibitor	GSK3A inh	HSF1 activator	KLF5 inh	HSP90 inh	HSF1 inhib
Cc1ccc(NC(=O)Nc2ccc(Cl)cn2)cc1	0	-147	9	-1	i	·	77*	-70	6	40
O=C(NNC(=S)Nc1ccc(Br)cc1)c1ccc(N2CCOCC2)c([N+](=O)[O-])c1	0	45	11	1	i	-3	41	8	1	-2
COc1ccc(C(=O)NCCc2ccccc2F)cc1OC1CCN(C(C)=O)CC1	2	-2	?	-2	i	2	30	-32	-1	13
COC(=O)c1sc(=S)n(Cc2ccccc2)c1C	-26	26	7	0	i	-16	12	8	4	2
Cc1cc(C)c(N(CC(=O)NC(C)(C)C)C(=O)CNC(=O)c2cccs2)c(C)c1	-1	6	7	-8	i	-2	12	-41	-4	-2
CCN(C(=S)NC(=O)C1CCCC1)C1CCCCC1	1	4	24	11	i	-2	-14	6	5	-5
OCCN1c2ccccc2CCc2ccccc21	2	2	41	·	i	3	-9	·	·	-6
CCCOc1ccc(-c2nc(N3CCN(CC)CC3)c3ccccc3n2)cc1	1	-37	5	-8	i	-1	3	-36	-3	3
COc1cccc(NC(=O)Cn2nc(Cc3cccnc3)c3ccccc3c2=O)c1	2	6	4	6	i	0	-14	-17	3	-2
Cc1nnc(N2C(=O)c3ccc(Br)cc3C2=O)s1	4	6	30	-1	i	-2	2	-27	-1	-1
O=c1c2ccccc2nc(-c2ccc(Cl)c(Cl)c2)n1O	-8	-4	15	-1	i	-5	24	1	0	1
CCOC(=O)c1c(NC(=O)c2cc3n(n2)C(C(F)(F)F)CC(c2cccs2)N3)sc(C)c1C (stereo unspecified)	0	46	10	0	i	-2	9	-28	-4	-1
O=C(N/N=C/c1ccoc1)c1ccccc1O	-1	4	-14	4	i	-3	2	6	3	-1
CC(=O)N1CCC(N(CCN2CCOCC2)C(=S)Nc2ccc(C)c(C)c2)CC1	1	-7	3	-1	i	-1	-6	-17	3	-5
Cc1ccc(C2=NOC3(CC(=O)N(c4ccccc4)C3=O)C2)cc1 (stereo unspecified)	-1	·	30	1	i	-4	·	2	0	·
Cc1sc2nc(SCC(=O)NCc3ccco3)n(-c3ccccc3)c(=O)c2c1C	6	15	15	2	i	4	0	6	7	2
CCOC(=O)C(C)N1N=C(/C=C/c2ccc(OC)cc2)CCC1=O (stereo unspecified)	-5	4	16	2	i	1	18	10	2	16
COc1ccccc1NS(=O)(=O)c1cccc(C(=O)N2CCN(Cc3ccc4c(c3)OCO4)CC2)c1	-1	5	4	·	i	0	1	·	·	1
O=C(Cn1nnc(-c2ccccc2)n1)N=Nc1c(O)[nH]c2ccccc12	0	-10	-52	-2	i	-1	2	-43	3	-1
CNC(=O)N(O)C1N(/N=C/c2cc(Br)ccc2O)C(=S)SC1(C)C (stereo unspecified)	1	-3	-3	-3	i	-1	6	-9	-3	1
O=C(CCCc1c[nH]c2ccccc12)NCc1ccccc1C(F)(F)F	-1	-16	12	4	i	1	13	-10	1	12
O=C(CSc1cc(Cl)ccc1Cl)NC1CCCC1	0	8	18	-6	i	0	10	-23	-1	0
COc1cccc(NC(=O)NCc2ccccc2Cl)c1	-1	-73	-53	·	i	0	17	·	·	12
Cc1cccc(N2CC(c3nc4ccccc4n3C)CC2=O)c1C (stereo unspecified)	-1	-4	-2	1	i	-1	-1	-7	0	4
CC1CN(C(=O)COC(=O)c2ccc(NC(=O)CC#N)cc2)CC(C)O1 (stereo unspecified)	-1	1	10	-3	i	-2	5	-15	2	0
CN(C)c1nc(N)nc(CSc2nnnn2-c2ccc(C(=O)O)cc2)n1	4	7	19	0	i	-4	-15	-33	1	-4
O=C(c1ccccc1)N1CCN(C2CC(=O)N(CCc3ccccc3)C2=O)CC1 (stereo unspecified)	-4	-15	8	-2	i	-2	-4	-15	-5	-2
CN1CCC(=NNC(=O)CSCc2ccccc2)CC1	-2	35	13	-2	i	-2	12	-14	-1	0
COc1ccc(CNC(=O)NCc2ccc(OC)c(OC)c2)cc1OC	0	10	5	7	i	-3	1	7	3	-1

Structural class, the entries above containing an aryl methoxy group (10)
SMILES	GSK3B inh	aSyn 5UTR inh	AI-2 QS modul	IEC-6 tox	PolyA inhibitor	GSK3A inh	HSF1 activator	KLF5 inh	HSP90 inh	HSF1 inhib
COc1ccc(NC(=O)c2csc3c2CCCCC3)c(OC)c1	2	-12	-5	15	i	-4	29	-40	0	-3
COC(=O)C1CC(c2c(OC)cc(OC)cc2OC)=NO1 (stereo unspecified)	1	6	15	-6	i	-1	1	-12	-1	2
COc1cc2c(cc1OC)C(C(=O)N1CCOCC1)C(c1cccs1)N(C)C2=O (stereo unspecified)	-6	-3	15	6	i	0	-3	-13	7	-3
COc1cc2c(cc1OC)-c1cc(N3CCCCCC3)nc(=O)n1CC2	-1	10	13	-7	i	4	19	-13	-3	10
COc1ccc(C(=O)NCCc2ccccc2F)cc1OC1CCN(C(C)=O)CC1	2	-2	?	-2	i	2	30	-32	-1	13
COc1cccc(NC(=O)Cn2nc(Cc3cccnc3)c3ccccc3c2=O)c1	2	6	4	6	i	0	-14	-17	3	-2
CCOC(=O)C(C)N1N=C(/C=C/c2ccc(OC)cc2)CCC1=O (stereo unspecified)	-5	4	16	2	i	1	18	10	2	16
COc1ccccc1NS(=O)(=O)c1cccc(C(=O)N2CCN(Cc3ccc4c(c3)OCO4)CC2)c1	-1	5	4	·	i	0	1	·	·	1
COc1cccc(NC(=O)NCc2ccccc2Cl)c1	-1	-73	-53	·	i	0	17	·	·	12
COc1ccc(CNC(=O)NCc2ccc(OC)c(OC)c2)cc1OC	0	10	5	7	i	-3	1	7	3	-1
